# High-throughput results (PubChem BioAssay)
# L3MBTL1 inh: qHTS Assay for the Inhibitors of L3MBTL1. actives 0.66% (n = 230,000). Lethal(3)malignant brain tumor-like protein 1 (Homo sapiens), Q9Y468. Potency, µM (series often up to 57.1 µM), without a hit: at the top dose activity, negative = inhibition, usual class: inhibitors. AlphaScreen L3MBTL1–H3K9me1 peptide binding; further: on the % scale 0 is the no-effect control and ±100 the full control effect; nearly all actives have a fitted effect of over 60% in size
#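 First, the protein-peptide complex forms for 30 min at room temperature (L3MBTL1 50 nM, biotinylated H3K9me1 peptide 75 nM). Next, compounds are pin-transferred and incubated 30 min. Finally, AlphaScreen beads are added and read after 30 min.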
# Tau fluor cs: Counterscreen qHTS for Inhibitors of Tau Fibril Formation, Fluorescence Polarization. tau K18 P301L Alexa594 fluorescence, heparin fibrillization. Potency, µM (titrated, usually from 57.7 µM), for the others: at the highest dose activity change, negative = decrease. actives 0.93% (n = 280,000). AID 1463, 2008; further: on the % scale 0 is the no-effect control and ±100 the full control effect; nearly all actives have a fitted effect of over 55% in size
#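 Human tau K18 P301L (15 uM unlabeled, 0.24 uM Alexa 594-labeled) in 100 mM sodium acetate pH 7 with 20 uM heparin, 6 hr at 37 C. ThT 30 uM added, 1 hr ambient; Alexa 594 FP and total fluorescence read at 555/632 nm.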
# HTT ATP protect: qHTS Multiplex Assay to Identify Dual Action Probes in a Cell Model of Huntington: Cytoprotection (ATP); Potency, µM (highest dose often 56.4 µM), without a hit: cytoprotection (ATP increase), most hits filed as activators; PC12 HTT-Q103 induced, cytoprotection, ATP luminescence, 40 h; actives 0.14% (n = 230,000);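 further: % of control where 0% means no effect; nearly all actives have a fitted effect of over 45% in size; toxic huntingtin expression switched on by the ecdysone agonist tebufenozide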
#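 Cells were plated at 1500 per well in phenol red-free DMEM with 5% equine and 5% calf serum. Tebufenozide (100 nM final) and compounds were added, then ATPlite reagent, and luminescence was read.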
# TR SRC2 fluor cs: Total Fluorescence Counterscreen for Inhibitors of the Interaction of Thyroid Hormone Receptor and Steroid Receptor Coregulator 2 | TRb/SRC2 Texas Red total fluorescence interference | Potency, µM (titrated, usually from 106 µM), for the others: top-dose fluorescence change, negative = quenching | actives 0.29% (n = 280,000); active means well fitted curve in either direction with a large enough effect; inconclusive means small, poorly fitted or top-dose-only effect; further: on the % scale 0 is the no-effect control and ±100 the full control effect
#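 Human TRb ligand-binding domain at 0.6 uM with 20 nM Texas Red SRC2 peptide in Tris buffer containing 1 uM T3 and 5% DMSO, incubated with compound 5 h at ambient temperature. Total fluorescence (555/632 nm) calculated as parallel + 2 × perpendicular.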
# Tau fibril FP: qHTS for Inhibitors of Tau Fibril Formation, Fluorescence Polarization; Microtubule-associated protein tau (Homo sapiens), P10636; K18 P301L tau heparin fibrillization, Alexa594 FP, 6 h; Potency, µM (series often up to 57.7 µM), inactives show top-dose activity, negative = inhibition, actives largely listed as inhibitors; actives 0.39% (n = 280,000); further: on the % scale 0 is the no-effect control and ±100 the full control effect; nearly all actives have a fitted effect of over 55% in size
# Target sequence (P10636 561-689 P618L limits assumed): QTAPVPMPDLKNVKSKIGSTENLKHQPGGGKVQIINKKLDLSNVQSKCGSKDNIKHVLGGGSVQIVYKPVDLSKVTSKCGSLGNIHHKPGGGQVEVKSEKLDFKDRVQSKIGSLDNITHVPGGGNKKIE
#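 Read-out: fluorescence polarization of Alexa 594-labeled tau (0.24 uM), 555 nm excitation, 632 nm emission. Mixtures held 15 uM unlabeled K18 P301L, compound and 20 uM heparin, pH 7 acetate buffer, incubated 6 hr at 37 C.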
# Tau fibril ThT: qHTS for Inhibitors of Tau Fibril Formation, Thioflavin T Binding | recombinant tau K18 P301L (four-repeat tau fragment), heparin-induced fibrillization, ThT fluorescence | Microtubule-associated protein tau (Homo sapiens), P10636 | AID 1460, 2008 | actives 2.1% (n = 270,000) | Potency, µM (titrated, usually from 57.4 µM), for the others: top-dose activity, negative = inhibition, usual class: inhibitors; further: on the % scale 0 is the no-effect control and ±100 the full control effect; nearly all actives have a fitted effect of over 55% in size
#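 Tau K18 P301L fragment (15 uM unlabeled plus 0.24 uM Alexa 594-labeled) in 100 mM sodium acetate pH 7 with compound, fibrillization induced by 20 uM heparin for 6 hr at 37 C. Thioflavin T (30 uM) added, fluorescence read after 1 hr (ex 450, em 510 nm).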
# RECQ1 helicase: qHTS Assay for Inhibitors of RecQ-Like Dna Helicase 1 (RECQ1); ATP-dependent DNA helicase Q1 (Homo sapiens), P46063; RECQ1 DNA unwinding, red fluorescence kinetic read; Potency, µM (series often up to 57.3 µM), inactives show at the highest dose activity, negative = inhibition, hits mostly inhibitors; actives 0.54% (n = 240,000); AID 2549, 2010;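 further: plate controls were vehicle for no effect and no enzyme for full effect; nearly all actives have a fitted effect of over 30% in size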
# Target sequence (P46063 whole entry, looked up): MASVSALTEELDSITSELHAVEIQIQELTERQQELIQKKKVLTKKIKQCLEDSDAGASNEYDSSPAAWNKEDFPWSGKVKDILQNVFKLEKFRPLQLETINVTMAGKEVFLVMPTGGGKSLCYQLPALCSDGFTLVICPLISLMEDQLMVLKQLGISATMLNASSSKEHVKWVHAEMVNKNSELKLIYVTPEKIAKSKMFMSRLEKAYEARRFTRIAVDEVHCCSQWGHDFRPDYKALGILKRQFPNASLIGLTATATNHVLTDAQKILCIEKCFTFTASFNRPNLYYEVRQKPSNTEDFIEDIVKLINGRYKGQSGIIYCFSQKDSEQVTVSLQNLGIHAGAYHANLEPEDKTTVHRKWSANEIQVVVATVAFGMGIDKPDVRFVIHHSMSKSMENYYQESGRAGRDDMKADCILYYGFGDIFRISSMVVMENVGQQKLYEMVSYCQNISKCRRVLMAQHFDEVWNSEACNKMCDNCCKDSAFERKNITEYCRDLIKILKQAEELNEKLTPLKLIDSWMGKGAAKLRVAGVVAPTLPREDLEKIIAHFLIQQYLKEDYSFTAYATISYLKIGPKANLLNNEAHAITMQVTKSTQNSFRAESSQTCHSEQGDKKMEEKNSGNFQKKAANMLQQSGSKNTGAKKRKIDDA
#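 RECQ1T1 50 nM; forked duplex (20 bp + 30-nt ss tails) 200 nM, ATP 2 mM final; pH 8.0, 2 mM MgCl2, 2.5 ug/ml poly(dI-dC); 15 min compound preincubation; discontinuous kinetic read over 2 h at RT.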
# TRb-SRC2 inh: qHTS for Inhibitors of the Interaction of Thyroid Hormone Receptor and Steroid Receptor Coregulator 2 | Thyroid hormone receptor beta (Homo sapiens), P10828 | actives 0.065% (n = 280,000) | TRbeta-SRC2 peptide binding, fluorescence polarization; receptor liganded with 1 µM T3 | Potency, µM (doses to about 106 µM), for inactives: top-dose activity change, negative = inhibition, actives largely listed as inhibitors | AID 1469, 2008;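 further: plate controls were bound peptide for no effect and peptide without receptor for full effect; nearly all actives have a fitted effect of over 50% in size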
#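 Human TRb ligand-binding domain (0.6 uM) is mixed with 20 nM Texas Red SRC2 peptide and 1 uM T3; after compound addition and 5 hr at ambient temperature, polarization is measured and normalized to unbound and bound controls.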
# An asterisk follows results filed as active; i = inactive; ? = inconclusive; . = no result given; [ ] = another dose, or the depositor's remark. Unless noted, the call rests on the fitted dose curve; in most records, active means well fitted curve in the direction sought with a large enough effect; inconclusive means small, poorly fitted or top-dose-only effect, or another doubt; inactive means no such curve, though single readings can be large; an effect the other way counts as inactive or inconclusive. Potency means the concentration at half of the fitted maximal effect. Some of the compounds tested, so the mix of outcomes need not match the whole.
# Results follow in this order: HTT ATP protect, Tau fibril ThT, Tau fibril FP, TR SRC2 fluor cs, RECQ1 helicase, Tau fluor cs, TRb-SRC2 inh, L3MBTL1 inh
CC1(C)CC(Cc2nc(=S)[nH][nH]2)C(=O)O1 (configuration not stated)
→ ., -1%, -13%, -7%, i, -2%, -7%, 37%[activator]
CCOC(=O)N1CCN(Cc2nc3cc(NC(=O)CC(C)C)ccc3n2C(C)C)CC1
→ ., 10%, 6%, -22%, ., 8%, 3%, .
O=C(NCc1cccs1)C1CCC(=O)N1C1CCCCC1 (configuration not stated)
→ 0%, -1%, 0%, 0%, -5%, 2%, -16%, -4%
O=S(=O)(Nc1nc2ccccc2nc1Cl)c1ccc2c(c1)OCCO2
→ -49%[inhibitor], -3%, 1%, -2%, -9%, -8%, 2%, .
Cc1onc(-c2c(F)cccc2Cl)c1C(=O)NC(=S)Nc1c(C)n(C)n(-c2ccccc2)c1=O
→ -49%[inhibitor], 10%, -2%, 0%, i, 11%, 3%, 7%
COc1ccc(OC)c(S(=O)(=O)N(C)CC(=O)O)c1
→ -4%, -1%, -10%, 1%, -10%, 1%, 1%, 8%
O=C(COC(=O)C1(c2ccccc2F)CCCC1)NCc1cccs1
→ 6%[10 µM], -7%, -2%, -3%, -5%, -15%, 3%, 10%
CC(C)(C)OC(=O)N1CCC(c2c(C(=O)NCCN3CCc4ccccc4C3)cnn2-c2ccc(F)cc2)CC1
→ ., ?, 5%, -3%, ., -16%, 8%, .
COc1ccccc1N1CCN(C(=O)c2oc3ccc(Br)cc3c2C)CC1
→ ., -11%, 11%, -12%, -5%, -13%, -1%, 11%
Cc1ccc2c(C)cc[n+](CCCS(=O)(=O)[O-])c2c1
→ 10%[10 µM], -10%, 7%, 3%, 0%, -1%, -5%, -4%
COc1ccc(CN(C(=O)c2cc3ccccc3oc2=O)C2CCS(=O)(=O)C2)cc1OC (configuration not stated)
→ ., -7%, -5%, -20%, ., 0%, 0%, .
CCOc1ccc(C2CC(c3ccccc3)Nc3nc(N)nn32)cc1 (configuration not stated)
→ -8%, -4%, -5%, -8%, 2%, 6%, 3%, 2%
COc1ccc(C(C)=O)cc1CN1C(=O)NC2(CCCCC2C)C1=O (configuration not stated)
→ -14%, 0%, 0%, -2%, i, 6%, -15%, 0%
Cc1ccc(NC(=O)c2sc3nc[nH]c(=O)c3c2C)cc1Cl
→ ., 1%, ?, ?, ., -16%, -16%, .
CCOc1ccc(N(C(C)C(=O)N/N=C(\C)c2cccc(NC(=O)c3ccccc3)c2)S(C)(=O)=O)cc1 (configuration not stated)
→ -35%, -19%, -6%, -4%, -11%, ?, -10%, -3%

# A second format for some results above:
compound	HTT ATP protect	Tau fibril ThT	Tau fibril FP	TR SRC2 fluor cs	RECQ1 helicase	Tau fluor cs	TRb-SRC2 inh	L3MBTL1 inh
CC(C)(C)OC(=O)N1CCC(c2c(C(=O)NCCN3CCc4ccccc4C3)cnn2-c2ccc(F)cc2)CC1	.	?	5%	-3%	.	-16%	8%	.
COc1ccccc1N1CCN(C(=O)c2oc3ccc(Br)cc3c2C)CC1	.	-11%	11%	-12%	-5%	-13%	-1%	11%
Cc1ccc2c(C)cc[n+](CCCS(=O)(=O)[O-])c2c1	10%[10 µM]	-10%	7%	3%	0%	-1%	-5%	-4%
COc1ccc(CN(C(=O)c2cc3ccccc3oc2=O)C2CCS(=O)(=O)C2)cc1OC (configuration not stated)	.	-7%	-5%	-20%	.	0%	0%	.
CCOc1ccc(C2CC(c3ccccc3)Nc3nc(N)nn32)cc1 (configuration not stated)	-8%	-4%	-5%	-8%	2%	6%	3%	2%
COc1ccc(C(C)=O)cc1CN1C(=O)NC2(CCCCC2C)C1=O (configuration not stated)	-14%	0%	0%	-2%	i	6%	-15%	0%
Cc1ccc(NC(=O)c2sc3nc[nH]c(=O)c3c2C)cc1Cl	.	1%	?	?	.	-16%	-16%	.
CCOc1ccc(N(C(C)C(=O)N/N=C(\C)c2cccc(NC(=O)c3ccccc3)c2)S(C)(=O)=O)cc1 (configuration not stated)	-35%	-19%	-6%	-4%	-11%	?	-10%	-3%

# New compounds follow:
# Results follow in this order: HTT ATP protect, Tau fibril ThT, Tau fibril FP, TR SRC2 fluor cs, RECQ1 helicase, Tau fluor cs, TRb-SRC2 inh, L3MBTL1 inh
O=C(O)/C=C/C(=O)Nc1ccc(-n2nccc2C(F)(F)F)cc1
→ 2%[10 µM], ., 9%, -1%, -4%, -1%, -1%, .
Cc1cccc(C)c1NC(=S)NCc1ccccc1
→ 11%[10 µM], -12%, -6%, 0%, -8%, -10%, -1%, -10%
CCN(CC)S(=O)(=O)c1cccc(C(=O)N2CCCCC2)c1
→ 8%[0.074 µM], -9%, -5%, -1%, -4%, -2%, 7%, .
O=c1cc(-c2cccc([N+](=O)[O-])c2)[nH][nH]1
→ ., ?, ?, -1%, 1%, -16%, -2%, -9%
Cc1cccc(-n2c(N)cc(=O)nc2SCC(=O)Nc2ccccc2)c1
→ 12%, -6%, -3%, 0%, i, -10%, 6%, .
COc1ccc(N2CCN(C(=O)c3ccc(Oc4ccc(C(F)(F)F)cn4)cc3)CC2)cc1
→ -95%[inhibitor], ?, 6%, 0%, i, -17%, 5%, -1%
CN(Cc1ccccc1)CC(O)COc1ccc(CNCCc2ccncc2)cc1 (configuration not stated)
→ -8%[10 µM], -5%, -1%, -3%, -3%, -8%, 0%, -7%
CN(c1ccc(OCC(=O)OCC(=O)Nc2ccccc2)cc1)S(=O)(=O)c1cccs1
→ -80%[inhibitor][1.9 µM], 1%, ?, 5µM*[quencher], -9%, -11%, -27%[53 µM], 22%
CN(C)c1ccc(C(=S)NC2CCCCC2)cc1
→ -21%[10 µM], ?, -1%, -2%, i, -16%, -3%, ?
COC(=O)c1ccc(NC(=O)N2CCCC(C(=O)c3ccccc3OC)C2)cc1 (configuration not stated)
→ -7%[10 µM], -2%, -6%, 0%[53 µM], -4%, -19%, 2%[53 µM], 3%
COc1ccc(C(=O)N/N=C/c2c(C)[nH]c(=O)[nH]c2=O)cc1
→ 20%, -16%, -5%, -1%, i, 1%, 1%, 2%
Cc1nnc(NC2CCCCC2)[nH]c1=O
→ -1%[0.074 µM], 9%, -6%, 0%, -10%, 2%, -7%, 14%
O=C(c1ccco1)c1nc2c(n1O)CCCCC2
→ 3%, -3%, 4%, -5%, -13%, 1%, -7%, .
Cc1ccc(CCNC(=O)CCS(=O)(=O)c2cc3c(cc2Cl)NC(=O)CO3)cc1
→ ., -6%, 9%, -1%, ., -1%, 0%, .
N/C(=N\OCC(=O)Nc1ccccc1)c1nonc1N
→ -20%[10 µM], -5%, -9%, -2%, 0%, -10%, -5%, -1%
O=C(O)CSCC(=O)NCc1ccc(Cl)cc1Cl
→ -43%[inhibitor], 6%, 4%, -2%, i, -2%, 5%, -4%
Cc1cccc(N(CC(=O)N2CCCC2)S(=O)(=O)c2ccccc2)c1
→ 18%[10 µM], -11%, 2%, 0%, -8%, -3%, -1%, 0%
CCCOc1ccc(CNC(=O)c2cc3ccccn3n2)cc1
→ ., -4%, 0%, -2%, ., -11%, 3%, .
COc1ccc(C2Nc3ccccc3C(=O)N2c2ccc(C)cc2)cc1COc1ccccn1 (configuration not stated)
→ 8%[10 µM], -11%, 4%, -10%, -8%, -11%, -3%, 1%
CC(=O)n1nc(-c2ccco2)nc1N
→ ?, -9%, 7%, -3%, i, 2%, -4%, 0%
CC(=O)NCCC(=O)N1CCc2c([nH]c3ccccc23)C1c1cccc(Cl)c1 (configuration not stated)
→ 5%[10 µM], ?, 2%, -1%[53 µM], 2%, -27%, -4%[53 µM], -17%
CCN(C1CCCCC1)S(=O)(=O)c1cc(C)ccc1OC
→ 32%, -4%, -7%, -2%, -4%, -2%, 4%, 4%
O=c1cc(N2CCNCC2)oc2c(-c3ccccc3)cccc12
→ ., -10%, -14%, -3%, -5%, -11%, 4%, .
FC(F)(F)c1ccccc1NC(=S)NC1CCN(Cc2ccccc2)CC1
→ -8%[10 µM], -3%, -2%, -2%, i, 3%, -4%, -13%
CCN(CC)CC1CCN(c2ncc3ncnc(Nc4ccc(F)c(Cl)c4)c3n2)CC1
→ ., ?, ?, 2%, 3%, ?, 2%, .
COc1ccc(CC(=O)NCC2(c3ccc(OC)c(OC)c3)CCOCC2)cc1
→ 1%, -5%, 4%, -1%, -8%, -8%, -10%, .
O=C(CSc1ncnc2scc(-c3ccc(F)cc3)c12)c1ccc2c(c1)OCCO2
→ 28%[10 µM], -1%, ?, -5%, -12%, -21%, -3%, -12%
CS(=O)(=O)c1cnc(-c2ccccc2)nc1-c1ccccc1Cl
→ 28%[10 µM], 6%, -7%, -7%, i, 2%, -1%, 34%[activator]
CCOC(=O)N1CCC2(CC1)C(C#N)=C(N)Oc1c2sc2nc(C)cc(C)c12
→ -11%[0.074 µM], ?, 2%, -2%, -3%, -18%, 0%, .
CCc1nn(CCCC(=O)NCc2ccccc2OC)c(=O)c2cc3occc3n12
→ ., 6%, 1%, -1%, ., 4%, -3%, .
CC(C)C(=O)NC(=S)Nc1ccc(S(=O)(=O)N(C)Cc2ccccc2)cc1
→ -21%, -13%, -14%, 1%, -17%, ?, 3%, .
